A340 absorber – absorbance at 340 nm. AID 708. fold change at 10 µM. 65,000 tested, under 10 active. compound absorbance at 340 nm, fold over control;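 active = at 10 µM dose, initial 340 nm absorbance at least 2 fold that of control wells; inactive = change under 2 fold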;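 also: initial absorbance extrapolated from kinetic A340 decline of NADH oxidation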
HTR1A agonist – activates the human 5-HT1a serotonin receptor | P08908 | CHO 5-HT1a Ga15 NFAT-bla reporter, FRET ratio; 0% basal, 100% maximal reference agonist | activation, % at 10 µM | actives 0.56% (n = 65,000) | AID 567;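 active = activation above the screen-wide mean activation plus 3 SD, cut at about 19% in these data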;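 also: 0% = DMSO wells and 100% = 5-CT at EC100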
Target sequence (P08908 whole entry, looked up): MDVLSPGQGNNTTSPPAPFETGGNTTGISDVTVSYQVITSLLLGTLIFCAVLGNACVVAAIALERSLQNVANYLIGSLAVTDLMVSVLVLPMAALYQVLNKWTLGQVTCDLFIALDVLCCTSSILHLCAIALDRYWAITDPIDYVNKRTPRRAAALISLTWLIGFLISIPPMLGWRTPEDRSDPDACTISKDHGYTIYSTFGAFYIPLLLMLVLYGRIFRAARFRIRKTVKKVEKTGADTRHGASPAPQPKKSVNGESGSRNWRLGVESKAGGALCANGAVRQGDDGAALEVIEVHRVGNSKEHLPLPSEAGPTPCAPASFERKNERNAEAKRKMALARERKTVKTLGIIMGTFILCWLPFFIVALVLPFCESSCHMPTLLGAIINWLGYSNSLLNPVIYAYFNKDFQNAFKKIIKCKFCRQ
RORA act – activates the human nuclear receptor RORA | CHO-K1 Gal4-RORA LBD luciferase reporter, luminescence; percent increase over mock-subtracted basal signal | activation, % at 10 µM | actives 1.5% (n = 65,000) | AID 560;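 active = activation above the mean of all tested compounds plus 3 SD, cut at about 49% in these data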;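 also: 0% = DMSO-treated RORA cells and 100% = added signal equal to DMSO minus mock-transfected cells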
Target sequence (P35398 whole entry, looked up, the tested form may be a part): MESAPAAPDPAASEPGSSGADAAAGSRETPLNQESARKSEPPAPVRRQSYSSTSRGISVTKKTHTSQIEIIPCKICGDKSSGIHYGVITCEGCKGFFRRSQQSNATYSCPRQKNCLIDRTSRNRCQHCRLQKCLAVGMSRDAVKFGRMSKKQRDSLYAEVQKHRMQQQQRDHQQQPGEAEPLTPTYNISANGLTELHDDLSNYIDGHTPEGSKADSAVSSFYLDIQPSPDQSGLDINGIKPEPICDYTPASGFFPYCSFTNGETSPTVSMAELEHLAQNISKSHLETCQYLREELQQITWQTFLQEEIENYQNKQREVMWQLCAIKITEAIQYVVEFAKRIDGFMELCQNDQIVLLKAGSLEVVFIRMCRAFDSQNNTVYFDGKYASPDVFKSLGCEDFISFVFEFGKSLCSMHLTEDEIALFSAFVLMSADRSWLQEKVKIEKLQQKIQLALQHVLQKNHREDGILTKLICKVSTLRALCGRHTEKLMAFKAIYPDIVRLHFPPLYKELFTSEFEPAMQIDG
NADH coupling – inhibitors of enzymes used to reach an NAD/NADH endpoint; coupled PK/LDH NADH assays, four targets; AID 774; IC50, µM (doses to about 10 µM), for inactives: at the top dose inhibition; actives 0.02% (n = 65,000);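 active = single-dose screening hits from any of four coupled enzyme assays that gave an IC50 when retested across doses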;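 also: the DPM-DC format reads NADH fluorescence rather than 340 nm absorbance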
SF1 activator – activators of human nuclear receptor SF-1. Q13285. CHO-K1 Gal4-SF-1 LBD luciferase reporter; % increase over DMSO SF-1-specific signal. activation, % at 10 µM. actives 1.9% (n = 65,000). AID 522;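 active = activation above the mean activation of all tested compounds plus 3 SD, cut at about 50% in these data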
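Material: Gal4–SF-1 LBD one-hybrid luciferase reporter in CHO-K1 cells | Amount: 4,000 cells per well | Compound dosing: 10 µM single point, 1% DMSO | Schedule: 20 h compound treatment, 37 °C | Measured by: SteadyLite luciferase luminescence | Evaluation: Percent activation versus DMSO | Control set: DMSO-treated SF-1-transfected cells as negative, DMSO-treated mock-transfected cells lacking SF-1 as background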
TNAP act DEA – activators of human TNAP at intermediate phosphate acceptor; P05186; purified TNAP, CDP-star luminescence, 100 mM DEA, 30 min; stronger effect = higher value; scale: 0 levamisole-inhibited, 1 vehicle-only enzyme; activation factor at 20 µM; 64,000 tested, under 10 active; AID 813;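 active = activation factor of at least 2 at 20 µM, relative to controls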
Autofluor 339 – intrinsic fluorescence of library compounds, ex339/em460 – biochemical, MLSMR library, data from DPM-DC assay, artefact control, profiling panel | fluorescence fold increase at 10 µM | actives 5.5% (n = 65,000) | compound autofluorescence, ex339/em460 nm, NADH buffer; stronger effect = higher value; 1 = no-compound wells, NADH background;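 active = at 10 µM, mean starting fluorescence two-fold or more over control wells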;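 also: signal is the first read of a kinetic run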
5-HT1A blocker – 5-HT1a (human) receptor antagonism; AID 612; CHO 5-HT1a Ga15 NFAT-bla reporter, antagonist mode; inhibition, % at 10 µM; actives 0.68% (n = 62,000);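 active = inhibition above the mean of all tested compounds plus 3 SD, cut at about 43% in these data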;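 also: receptor stimulated by 5-CT agonist at 100 nM near EC80; beta-lactamase reporter measured by ratiometric fluorescence of a cleavable substrate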
MMP13 inh – MMP13 (human) collagenase inhibition; MMP-13 fTHP FRET cleavage, Mca fluorescence; inhibition, % at 4 µM; actives 0.07% (n = 65,000);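 active = inhibition above the mean of compound-free control plate wells plus 3 SD, cut at about 14% in these data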;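 also: 0% = DMSO wells and 100% = wells with reference MMP-13 inhibitor after basal subtraction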
* = called active by the depositor; nt = no result given; [ ] = remark or other dose.

structure,MMP13 inh,HTR1A agonist,NADH coupling,SF1 activator,TNAP act DEA,5-HT1A blocker,RORA act,A340 absorber,Autofluor 339
COc1ccccc1-c1c(C)c(C)nc(N)c1C#N,-19,-0.8,9%,-6,0.9,-11,0,1.1,2.4*
OCCN1CCN(c2nc(N3CCCCC3)nc(N3CCCCC3)n2)CC1,nt,nt,6%,nt,0.9,nt,nt,1,1.1
CC(=O)c1cccc(NC(=O)C2CC(=O)N(c3cccc(C)c3C)C2)c1 (configuration not stated),nt,nt,3%,nt,0.9,nt,nt,1,1
Cc1ccc(-c2nnc(SCC(=O)N3CC(C)CC(C)C3)o2)cc1C (configuration not stated),2,-0.2,2%,2,0.8,-12,-10,0.99,1
CCn1c(COc2ccccc2C)nnc1SCC(=O)CC(=O)Nc1ccccc1,-3,2.6,4%,-12,0.9,15,7,1,1.1
Cc1noc(C)c1COC(=O)COc1cccc2c1OC(C)(C)C2,3,-0.9,10%,-6,1,5,-8,1,1.1
C=CCn1c(-c2cc(OC)cc(OC)c2)n[nH]c1=S,-1,-2.8,11%,2,0.8,-4,-29,1,1.2
CSc1cccc(NC(=O)c2nnn(Cc3ccccc3)c2N)c1,0,-2.8,1%,22,0.8,9,29,1,1.1
CSc1ccc(S(=O)(=O)NCc2ccccc2Cl)cc1,0,-1.6,3%,-2,0.8,7,-7,1,1.1
CCOc1ccc2oc(-c3ccccc3)c(C(=O)O)c2c1,-244[fluorescence artefact?],-0.9,8%[fluoresces],-6,0.9,4,4,1.1,3.9*
Clc1ccc(-c2nn3c(C4COc5ccccc5O4)nnc3s2)cc1 (configuration not stated),7,-0.8,6%,-1,0.9,-17,-1,1,1.1
CCOC(=O)c1nnn(-c2nc(N3CCCC3)nc(N3CCCC3)n2)c1-c1ccccc1,-14,-1.0,5%,24,0.9,10,8,1,1.1
CN(CC(CC(=O)Nc1nncs1)c1ccccc1)S(=O)(=O)c1ccccc1 (configuration not stated),5,0.9,1%,4,1,8,-34,1,1.1
CC1(C(=O)CSc2nc3ccccc3[nH]2)CCC(=O)O1 (configuration not stated),6,2.4,5%,9,0.9,nt,14,1,1.1
CCCN(CCC)CCNC(=O)Cn1cnc2sc(C)c(S(=O)(=O)N3CCOCC3)c2c1=O,3,0.0,4%,0,1,-1,-5,1.1,1.1
Cc1cc(NS(=O)(=O)c2ccccc2)no1,-3,0.4,4%,1,0.8,2,30,0.98,1
COc1ccc(S(=O)(=O)N2CCN(Cc3ccccc3)CC2)cc1,5,-1.8,9%,-4,1,0,-3,0.99,1.1
CSc1ccc(S(=O)(=O)NCc2ccc(Cl)cc2)cc1,1,-0.7,3%,-16,0.8,2,-9,1,1.1
O=C1Nc2c(c(=O)[nH]c(=O)n2-c2ccccc2)C1(Nc1ncccn1)C(F)(F)F (configuration not stated),-1,1.8,3%,-2,0.9,-3,-23,1.1,1.1
O=C(CCc1nc(-c2ccccc2F)no1)NCCN1CCN(Cc2ccccc2)CC1,-6,-1.9,3%,3,0.9,-6,-19,1,1.1
c1ccc(CNc2ncnc3ccccc23)cc1,1,-0.9,3%,-40,nt,19,-56,0.97,1
Cc1ccc2cc(C)c(NCCO)nc2c1,-1,-0.7,4%,-6,0.9,-1,19,1.1,1.4
COc1ccc(CC(=O)Nc2c3c(nn2-c2cccc(Cl)c2)CS(=O)(=O)C3)cc1,1,1.5,3%,0,0.9,19,-3,0.99,1
CC(=O)c1cc2c(O)c(O)ccc2o1,-2,-3.7,3%,-8,0.9,9,-12,1.1,1.2
COC(=O)c1cc(NCc2c(F)cccc2Cl)ccc1N1CCOCC1,3,-1.7,16%,-9,1,23,8,1,2.6*
C=CCn1c(=O)/c(=C/c2ccc(C)o2)s/c1=C(/C#N)C(=O)c1ccccc1,1,-5.6,4%,-2,0.8,-6,-7,1.1,1.1
CCOc1ccccc1-c1nc(SCC(=O)O)n[nH]1,-1,2.3,1%,3,0.8,5,2,1.1,1
Cc1ccc(C)c(N2CCN(C(=O)C3CCN(c4nc(C)cc(C)n4)CC3)CC2)c1,-9,2.5,6%,13,0.9,-6,14,1,1.1
CCCCc1c(O)c2ccccc2[nH]c1=O,-38,-1.6,4%,5,0.8,-16,-6,1.1,1.5
Nc1ccc2nn(-c3cccc4ccccc34)nc2c1,-25,-1.7,2%[fluoresces],-30,0.9,29,-5,1.1,2.2*
O=C(Nc1sc2c(c1C(=O)O)CCCC2)c1cccs1,0,-4.7,5%,54*,0.9,27,67*,1.1,1.1
Cn1cc(Cl)c(C(=O)N(Cc2ccccc2)c2ccccn2)n1,-7,0.7,1%,-3,0.9,-14,13,0.99,1.1
Cn1nnc2c(sc3nc(N4CCOCC4)c4c(c32)CCCC4)c1=O,-3,6.8,3%,-20,0.9,nt,-14,1.1,1.1
O=C(COC(=O)c1cccs1)NCc1ccc2c(c1)OCO2,1,-0.7,2%,2,1,-3,20,1,1
O=c1cc(-c2ccco2)nc(-c2cccs2)o1,2,-0.6,3%,12,0.9,nt,15,1.1,1.1
CCOC(=O)C1CCCN(c2c(NCCCN(CC)c3ccccc3)c(=O)c2=O)C1 (configuration not stated),2,-1.1,7%,-9,1,-7,13,0.99,1
Cc1onc(-c2ccccc2)c1C(=O)Nc1ccc(S(=O)(=O)NC2=NCCCCC2)cc1,-2,-3.4,2%,-1,1,-6,-10,1,1
CCOC(=O)C1CCCN(S(=O)(=O)c2cc(Br)cc3c2N(C(=O)C2CC2)CC3)C1 (configuration not stated),7,0.7,8%,3,1,7,-4,1,1
Cc1cc(C)c2nc(C(F)(F)F)nc(NCCCN3CCCC3=O)c2c1,0,2.2,3%,9,0.9,4,-7,1,1.1
Cc1ccc(C)c2[nH]c(=O)c(CCNC(=O)c3ccc(S(=O)(=O)N(C)C)cc3)cc12,1,3.8,2%,-13,0.9,-20,9,1,1.1
O=C(CSc1nc2ccccc2[nH]1)Nc1ccc2c(c1)OCCO2,-6,-1.2,1%,20,1,10,12,1,1.1
Cc1cc(N2CCC(C(=O)Nc3ccc(F)cc3)CC2)nc(-c2ccccc2)n1,0,-3.1,3%,-12,1,10,7,1,1.1
Cc1ccc2c(c1)c1ncnc(N3CCC4(CC3)OCCO4)c1n2C,-272[fluorescence artefact?],2.6,9%[fluoresces],67*,1,3,62*,1.1,3.7*
CCCS(=O)(=O)c1c(S(=O)(=O)CCC)c2cnccn2c1C(=O)c1ccc(F)cc1,1,-2.4,8%,3,0.9,-4,13,1,1.1
O=C(CN1C(=O)c2ccccc2S1(=O)=O)NCCSC1CCCCC1,0,-0.4,6%,-13,0.9,-3,-18,1,1.1
CCOc1ccc(-c2nc(N)ncc2-c2ccccc2)c(O)c1,1,-1.8,1%,-29,0.8,2,12,1,1
Cc1ccc(-c2noc(CCC(=O)Nc3ccccc3C)n2)cc1,-1,-1.8,12%,-7,0.9,-6,-22,0.98,1.2
Cc1cc(C)n(-c2nc3c(c(=O)n(C)c(=O)n3C)n2Cc2cccc(Br)c2)n1,0,-1.4,7%,0,0.9,6,-1,1,1.1
COc1ccc(CCNC2CCN(C)CC2)cc1OC,2,0.2,4%,-10,0.9,6,-2,1,1.1
Cc1ccc(S(=O)(=O)c2c(N)n(C)c3nc4ccccc4nc23)cc1,-244[fluorescence artefact?],2.4,0%[fluoresces],4,0.9,5,-27,1.1,4*
COC(=O)c1ccc(NC(=O)Cn2nnc3ccccc32)cc1,2,-1.3,3%,76*,0.8,-9,42,1.1,1
COc1ccc(NCc2nnc(SCC(=O)Nc3cc(C(F)(F)F)ccc3Cl)o2)cc1,2,-1.3,2%,15,1,2,8,1,1.1
Cc1ccc(-n2nc(C)c(C3C(C#N)=C(N)OC4=C3C(=O)CC(C)(C)C4)c2Cl)cc1 (configuration not stated),-3,0.5,7%,57*,1,3,30,0.98,1.1
Cn1c(=O)c(C(=O)Nc2ccccn2)c(O)c2ccccc21,-6,2.6,3%,-30,1,1,-14,1.1,1.2
Cc1nn(C(=O)c2cccnc2)c(C)c1C,0,-0.4,3%,-5,1,6,-5,1.1,1
Cc1cccn2c(=O)c(/C=N/O)c(N3CCCCC3)nc12,2,-2.7,7%,9,0.9,-1,-21,1.1,1.1
COc1ccc(NC(=O)C2CC(=O)N(C)C(=Nc3ccc4c(c3)OCO4)S2)cc1 (configuration not stated),6,-1.6,4%,-2,0.9,-4,-4,0.99,1.1
COCCn1c(=S)[nH]c2ncccc2c1=O,0,-0.4,2%,1,1,-14,6,1.1,1.1
CS(=O)(=O)Nc1ccccc1C(=O)NC1CC2CCC1C2 (configuration not stated),-32,-0.7,8%[fluoresces],11,0.9,3,-12,1.1,3.8*
COc1cc(C(=O)Nc2cccc3ncccc23)cc(OC)c1OC,2,-3.0,8%,11,0.9,-6,-15,1,1.1

Carrying on.
structure,MMP13 inh,HTR1A agonist,NADH coupling,SF1 activator,TNAP act DEA,5-HT1A blocker,RORA act,A340 absorber,Autofluor 339
O=C(CCNS(=O)(=O)c1ccc2c(c1)CCC(=O)N2)NCc1cccnc1,5,-0.8,3%,4,0.9,5,17,1,1.1
Cc1nnc(SCC(=O)Nn2cnnc2)s1,-3,-2.1,9%,9,1,-11,2,1,1
NC(=O)CCn1nc(-c2ccccc2)c2ccccc2c1=O,4,-1.1,0%,-9,0.9,-9,-12,1.1,1.1
CCSc1nnc(NC(=O)CSc2nnc(Cc3cccn3C)n2-c2ccc(C)cc2)s1,7,-0.6,3%,0,0.9,-4,-15,0.99,1
COc1ccc(C(=O)Nc2cccc(C)c2)cc1S(=O)(=O)N1CCOCC1,2,-2.0,3%,0,0.8,-7,-2,0.97,1
CC(=O)Nc1cccc(Cn2cccn2)c1,4,1.0,9%,10,1,-8,2,1,1.1
O=C(O)CC(CNS(=O)(=O)c1ccccc1)c1ccccc1 (configuration not stated),-8,-3.1,2%,-12,0.9,15,14,1,1.1
COc1ccc(C(=O)Nc2ccc(Cl)c(Cl)c2)c(OC)n1,5,-2.7,3%,28,0.9,0,52*,0.99,1.2
CCOc1ccc(C(=O)N2CCCC2)cc1OC,3,-1.2,6%,-8,1,14,-10,1,1.1
COC(=O)c1c(C)oc2ccc(NS(=O)(=O)c3cc(OC)ccc3OC)cc12,0,-0.6,5%,8,0.9,7,-16,1,1.1
CCOC(=O)c1ccc(NCc2ccc(N(C)C)cc2)cc1,-1,-1.9,4%,16,0.9,8,9,1,1.1
O=C(c1cccs1)N1CCN(C/C=C/c2ccccc2)CC1,0,-0.6,4%,19,0.9,-4,13,1.1,1.1
Cc1cccc(C)c1NC(=O)CSc1nnc(-c2ccoc2C)n1CCc1ccccc1,9,-0.5,0%,-14,0.9,7,-13,1,1.1
Brc1ccc(Oc2nsnc2N2CCOCC2)cc1,-4,-2.6,7%,11,0.9,7,-17,1,1.1

High-throughput results: PubChem BioAssay, several laboratories
